HEK293 tox: cytotoxic in the GLP-1 receptor inverse agonist counter-screen. 410,000 compounds, 0.13% hits. Potency, µM (doses to about 38.3 µM), without a hit: at the top dose activity change, negative = inhibition, hits mostly inhibitors. HEK293 cAMP-luciferase reporter cells, luminescence, 24 h;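 also: loss of luciferase light is scored as toxicity; potency is read from the fitted curve at half-maximal effect; % is scaled to controls: 0 for no effect and ±100 for the full control effect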
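1536-well qHTS counterscreen of the MLSMR; 200 cells/uL, 12 h pre-incubation, 23 nL cpd, 24 h at 37 deg C 5% CO2, luciferase detection reagent, 12 min RT, luminescence. Inhibition = undesired.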
DRD3 antagonist: antagonists of human D3 dopamine receptor. D3R cells, DiscoveRx beta-arrestin luminescence, antagonist mode; hits give low values. max response, negative = inhibition, %. 360,000 compounds, 2.5% hits; in the data active = max response below about -50%; inconclusive = no clear call, values can overlap the other calls; also: % is scaled to controls: 0 for no effect and ±100 for the full control effect; mostly tested at two doses, the higher about 12 µM
Target sequence (P35462 whole entry, looked up): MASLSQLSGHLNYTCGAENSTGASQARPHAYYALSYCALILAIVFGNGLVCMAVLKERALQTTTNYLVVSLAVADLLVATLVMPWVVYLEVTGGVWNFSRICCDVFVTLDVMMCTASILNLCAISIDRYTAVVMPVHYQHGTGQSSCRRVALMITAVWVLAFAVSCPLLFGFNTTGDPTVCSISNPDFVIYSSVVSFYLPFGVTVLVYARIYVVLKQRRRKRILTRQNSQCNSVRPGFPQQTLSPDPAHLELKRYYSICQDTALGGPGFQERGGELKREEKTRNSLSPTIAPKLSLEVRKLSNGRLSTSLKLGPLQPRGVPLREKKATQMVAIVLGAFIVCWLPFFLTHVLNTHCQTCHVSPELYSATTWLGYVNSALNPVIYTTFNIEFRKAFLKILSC
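Cells plated overnight at 1500 cells/well, then exposed to library compounds with dopamine controls for 90 minutes at 37 degrees C. DiscoveRx reagent added for 30–60 minutes at room temperature; luminescence read, quantitative HTS format.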
TDP43 rescue: inhibitors of TDP-43 toxicity in yeast | TDP-43 expressing yeast growth rescue, BacTiter-Glo, 24 h | Potency, µM (highest dose often 46.1 µM), without a hit: top-dose growth rescue (activation), usual class: activators | 410,000 compounds, 1.8% hits | AID 652104; also: potency is read from the fitted curve at half-maximal effect; % of control where 0% means no effect; nearly all actives have a fitted effect of over 50% in size
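Yeast cells expressing TDP-43 under galactose induction are exposed to compounds for 24 hr at 30 deg C. BacTiter-Glo luminescence measures growth, so protective compounds score as activators.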
DRD3 agonist: D3 dopamine receptor (human) agonism; max activation, %; AID 652048; 410,000 compounds, 0.58% hits; P35462; D3R DiscoveRx beta-arrestin cells, luminescence, 90 min; in the data active = max activation above about 30%; also: 0% is about no effect; mostly tested at two doses, the higher about 12 µM
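Agonist mode: compounds and dopamine controls were applied to plated cells for 90 min at 37 degrees C after an overnight attachment at 1500 cells/well. Luminescent read-out followed 30 - 60 minutes at room temperature with DiscoveRx detection reagent.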
GLP1R ag: GLP-1 receptor (human) agonism | P43220 | HEK293 GLP-1R CRE-luciferase, luminescence, 4-6 h; cells express a hypersensitive GLP-1R form | Potency, µM (highest dose often 45.6 µM), without a hit: at the top dose activation, most hits filed as activators | 380,000 compounds, 0.007% hits; also: potency is read from the fitted curve at half-maximal effect; % of control where 0% means no effect
PTHR1 ag: activates the human parathyroid hormone receptor PTHR1; Q03431; HEK293 GP2 PTHR1 cells, GloSensor cAMP luminescence, 1 h; Potency, µM (highest dose often 115 µM), for inactives: top-dose activation, hits mostly activators; 410,000 compounds, 0.075% hits; also: potency is read from the fitted curve at half-maximal effect; nearly all actives have a fitted effect of over 55% in size; some results filed as inactive show a strong effect at the top dose; inactives centre near -15; many of its hits are not listed in these tables
Target sequence (Q03431 whole entry, looked up): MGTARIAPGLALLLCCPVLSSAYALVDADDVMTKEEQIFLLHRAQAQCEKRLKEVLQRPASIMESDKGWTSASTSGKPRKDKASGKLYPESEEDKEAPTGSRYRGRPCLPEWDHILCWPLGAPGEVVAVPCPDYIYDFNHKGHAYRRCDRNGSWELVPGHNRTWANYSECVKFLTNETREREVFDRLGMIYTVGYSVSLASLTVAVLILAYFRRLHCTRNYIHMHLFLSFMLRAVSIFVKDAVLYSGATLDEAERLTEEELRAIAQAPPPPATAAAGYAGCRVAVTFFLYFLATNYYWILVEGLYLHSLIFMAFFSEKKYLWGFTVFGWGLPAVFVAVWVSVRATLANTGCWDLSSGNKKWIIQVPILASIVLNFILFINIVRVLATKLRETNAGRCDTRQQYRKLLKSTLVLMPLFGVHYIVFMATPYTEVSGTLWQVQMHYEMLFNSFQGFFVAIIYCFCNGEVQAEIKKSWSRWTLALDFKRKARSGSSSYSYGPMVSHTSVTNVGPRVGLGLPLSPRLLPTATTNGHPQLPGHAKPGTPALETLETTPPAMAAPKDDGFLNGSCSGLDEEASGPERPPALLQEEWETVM
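HEK-293-derived GP2 cells expressing PTHR1 and a GloSensor cAMP reporter, 3,000/well, plated overnight, given luciferin plus IBMX (each 0.5 mM as added) for 1 h at 37 °C, then compound for 1 h at 37 °C. Luminescence was read after 15 min at room temperature.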
aSyn yeast inh: inhibitors of alpha-synuclein toxicity in yeast; Yeast expressing alpha-synuclein, growth rescue, BacTiter-Glo, 24 h; Potency, µM (top dose mostly 46.1 µM), inactives show at the highest dose growth rescue (activation), usual class: activators; 370,000 compounds, 0.14% hits; also: potency is read from the fitted curve at half-maximal effect; % of control where 0% means no effect; nearly all actives have a fitted effect of over 65% in size
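Screening used galactose-induced yeast with toxic alpha-synuclein levels, exposed to compound for 24 hr at 30 deg C. Cell growth, read with BacTiter-Glo luminescence, gave the measured signal.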
KB-V1 cytotox: KB-V1 MDR subline cytotoxicity | KB-V1 MDR cells viability, CellTiter-Glo, 72 h | Potency, µM (top dose mostly 46.1 µM), without a hit: at the top dose activity change, negative = cytotoxicity, actives largely listed as cytotoxic | 400,000 compounds, 3.4% hits; also: potency is read from the fitted curve at half-maximal effect; % is scaled to controls: 0 for no effect and ±100 for the full control effect; nearly all actives have a fitted effect of over 60% in size
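Readout: CellTiter-Glo luminescence, 10 min after addition. Cells: KB-V1 MDR subline, 72 h at 37 degrees C with compound. Analysis: corrected, normalized data fitted to concentration-effect curves.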
GLP1R inv ag: acts as inverse agonist at human GLP-1 receptor | P43220 | HEK293 GLP-1R CRE-luciferase, luminescence, 24 h; GLP-1R form is constitutively active | Potency, µM (titrated, usually from 38.3 µM), for the others: top-dose activity change, negative = inhibition, most hits filed as inhibitors | 410,000 compounds, 1.6% hits | AID 624417; also: potency is read from the fitted curve at half-maximal effect; % is scaled to controls: 0 for no effect and ±100 for the full control effect; nearly all actives have a fitted effect of over 55% in size
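Readout was luciferase luminescence, measured 12 min after detection reagent at room temperature. Beforehand, GLP-1R reporter HEK293 cells had sat 12 h, then received compounds for 24 hr at 37 deg C.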
Active calls of the source: *; i = inactive; ? = inconclusive; . = no result given; [ ] = another dose, or the depositor's remark. Unless noted, calls follow the shape of the dose curve; as a rule, active = well fitted curve in the direction sought with a large enough effect; inconclusive = small, poorly fitted or top-dose-only effect, or another doubt; inactive = no such curve, though single readings can be large; an effect the other way counts as inactive or inconclusive. Not all compounds are listed; rates above refer to the full screens.

SMILES	HEK293 tox	DRD3 antagonist	TDP43 rescue	DRD3 agonist	GLP1R ag	PTHR1 ag	aSyn yeast inh	KB-V1 cytotox	GLP1R inv ag
CC1CN(C(=O)N2CCC(C(=O)NC3CCCCCC3)CC2)c2ccccc2O1 (stereo not drawn)	-4%	.	0%	7	.	i	.	4%	9%
COc1ccccc1OCCC(=O)OCC(=O)NCc1ccc(F)cc1	1%	36	6%	0	-6%	i	5%	0%	1%
Cc1ccccc1NC(=O)c1cc(S(=O)(=O)N2CCOCC2)cn1C	1%	-9	9%	1	-4%	i	3%	-8%	0%
Cc1ccnc(OC(C(=O)O)C(OCc2ccccc2)(c2ccc(F)cc2)c2ccc(F)cc2)n1 (stereo not drawn)	-23%	8	15%	-19	-9%	-38%[inhibitor]	0%	6%	?
COc1ccc(CN2CCC(CNC(=O)NC3CCCCC3)CC2)cc1	-10%	-54*	15%	2	-7%	i	-7%	8%	-29%
OCCNCc1ccc(OC2CCCC2)cc1	3%	-11	-11%	1	-6%	-19%[57.5 µM]	-8%	11%	-14%
Cc1cccn2c(CN[C@H]3CCCCNC3=O)c(C(=O)N3CCOCC3)nc12	-13%	-3	-5%	-8	-3%	i	2%	14%	9%
COc1ccc(Nc2nccc(-c3ccc([N+](=O)[O-])cc3)n2)cc1	-8%	15	11%	7	17%	i	-1%	11%	37%[activator]
CCC(C)(C(=O)NC1CCCC1)N(C(=O)Cc1cccs1)c1c(C)n(C)n(-c2ccccc2)c1=O (stereo not drawn)	16%	-14	-13%	-3	2%	i	-4%	-11%	0%
CC(=O)Nc1c(O)c2ccccc2[nH]c1=O	4%	7	-3%	3	-1%	i	12%	1%	6%
O=C(COC(=O)/C=C/c1ccc(S(=O)(=O)N2CCOCC2)cc1)Nc1ccccc1F	9%	5	16%	2	-7%	i	-2%	.	19%
CCCC(=O)Nc1cc(C(=O)O)ccc1S(=O)(=O)c1ccc(Cl)cc1	13%	25	11%	-3	-1%	-5%	0%	20%	19%
CCc1ccc(NC(=O)Cn2nnc(-c3ccc(C)cc3-n3cnnn3)n2)cc1	?	5	11%	6	-2%	-9%	2%	?	?
COCCCNC(=O)c1ccc(CS(=O)(=O)c2cccc(C(F)(F)F)c2)o1	3%	13	-13%	-7	-5%	13%	1%	-7%	1%
O=C(Nc1ccc(S(=O)(=O)Nc2ccccn2)cc1)c1ccccc1	-4%	-7	6%	-1	2%	-43%[inhibitor]	-1%	-18%	27%
CC1=C(C)C(=O)N(C(C)CCc2ccccc2)C1=O (stereo not drawn)	-1%	122	20%	-1	-6%	i	10%	10%	-15%
Cc1cccn2c(=O)c(C=O)c(Sc3ncccn3)nc12	3%	?	0%	-9	3%	-19%	21%	-20%	6%
Fc1ccccc1Nc1nc(Cl)nc(Cl)n1	-1%[0.307 µM]	12	18%	5	-5%	i	0%	10%	3%[0.307 µM]
O=[N+]([O-])c1cc(C(F)(F)F)ccc1NCCc1ccccn1	2%	-19	-4%	-5	4%	i	-5%	?	-27%
Cc1cc(C)cc(C(=O)NC(CC(N)=O)c2ccc(N3CCC(Cc4ccccc4)CC3)c([N+](=O)[O-])c2)c1 (stereo not drawn)	-13%	0	-15%	11	-4%	4%	-2%	2%	?
CCC(=O)N(CCC(c1ccccc1)c1ccco1)Cc1cccs1 (stereo not drawn)	-10%	-12	6%	-16	1%	-31%[inhibitor]	0%	?	?
O=C(CNC(=O)c1ccccc1F)OCc1cc(=O)n2nc(C3CCCCC3)sc2n1	-11%	.	16%	3	.	0%	.	1%	8%
CS(=O)(=O)N1CCc2nc(-c3ccccc3)sc2C1	-1%	10	-1%	-1	5%	-7%	1%	5%	-13%
CC1(C)CC(=O)C(C(C2=C(O)CC(C)(C)CC2=O)c2cccnc2)C(=O)C1 (stereo not drawn)	-8%	?	16%	2	12%	-1%	0%	-11%	1%
Cc1cc(C(=O)OCC(=O)Nc2ccccc2Br)c(C)o1	20%	2	-21%	5	12%	-14%	-2%	3%	?

Pulled by structure from above:
SMILES	HEK293 tox	DRD3 antagonist	TDP43 rescue	DRD3 agonist	GLP1R ag	PTHR1 ag	aSyn yeast inh	KB-V1 cytotox	GLP1R inv ag
O=C(COC(=O)/C=C/c1ccc(S(=O)(=O)N2CCOCC2)cc1)Nc1ccccc1F	9%	5	16%	2	-7%	i	-2%	.	19%
Cc1cc(C)cc(C(=O)NC(CC(N)=O)c2ccc(N3CCC(Cc4ccccc4)CC3)c([N+](=O)[O-])c2)c1 (stereo not drawn)	-13%	0	-15%	11	-4%	4%	-2%	2%	?

Three structures out of the list, sorted by molar mass, lowest first:
SMILES	HEK293 tox	DRD3 antagonist	TDP43 rescue	DRD3 agonist	GLP1R ag	PTHR1 ag	aSyn yeast inh	KB-V1 cytotox	GLP1R inv ag
CCC(=O)N(CCC(c1ccccc1)c1ccco1)Cc1cccs1 (stereo not drawn)	-10%	-12	6%	-16	1%	-31%[inhibitor]	0%	?	?
COc1ccc(CN2CCC(CNC(=O)NC3CCCCC3)CC2)cc1	-10%	-54*	15%	2	-7%	i	-7%	8%	-29%
CC1(C)CC(=O)C(C(C2=C(O)CC(C)(C)CC2=O)c2cccnc2)C(=O)C1 (stereo not drawn)	-8%	?	16%	2	12%	-1%	0%	-11%	1%

Back to the main list; the 2 compounds before the break are reprinted first.
SMILES	HEK293 tox	DRD3 antagonist	TDP43 rescue	DRD3 agonist	GLP1R ag	PTHR1 ag	aSyn yeast inh	KB-V1 cytotox	GLP1R inv ag
CC1(C)CC(=O)C(C(C2=C(O)CC(C)(C)CC2=O)c2cccnc2)C(=O)C1 (stereo not drawn)	-8%	?	16%	2	12%	-1%	0%	-11%	1%
Cc1cc(C(=O)OCC(=O)Nc2ccccc2Br)c(C)o1	20%	2	-21%	5	12%	-14%	-2%	3%	?
COc1ccc(OC)c(S(=O)(=O)N2CCC(C(=O)N3CCN(Cc4ccccc4)CC3)CC2)c1	3%	?	4%	-8	4%	-14%[57.5 µM]	8%	?	-11%
c1ccc2c(c1)Nc1ccncc1S2	-4%	-13	-7%	2	-9%	i	-2%	-14%	?
Cc1ccc(NC(=S)Nc2cc(-c3ccccc3)[nH]n2)cc1Cl	?	-24	-13%	-1	8%	-19%	-11%	-10%	-26%
COc1ccc(-c2nc3ccccc3n2CCC(C)C)cc1OC	-24%	0	9%	8	4%	-9%	1%	-14%	8.9µM*
CC(C(=O)OCc1nnc(-c2ccccc2)o1)N1C(=O)C2CCCCC2C1=O (stereo not drawn)	-8%	3	12%	-1	6%	i	6%	4%	16%
Cc1cc(C)cc(NC(=O)N2CCC(C(N)=O)(N3CCCCC3)CC2)c1	3%	.	22%	1	.	i	.	0%	13%
CCN(CC(=O)Nc1c(F)cccc1F)C(=O)COc1cccc2c1OC(C)(C)C2	-5%	5	-2%	1	10%	-12%	4%	0%	-12%
CCCN(CCC)Cc1cc(=O)oc2cc(C)c(C)cc12	-3%	5	23%	7	0%	-15%	-2%	11%	7%
COc1cccc(NC(=O)CN(C)C(=O)CSCc2nc3scc(-c4cccs4)c3c(=O)[nH]2)c1	?	0	-4%	6	3%	-1%	2%	-10%	?
CCCNC(=O)NC(=O)COc1ccc2oc3ccccc3c2c1	14%	-10	-4%	3	15%	-69%[inhibitor][57.5 µM]	14%	-6%	-19%
COc1ccccc1N1CCN(S(=O)(=O)c2c(C(=O)N3CCOCC3)c(C)n(C)c2C)CC1	-5%	14	29%	-4	-3%	-10%	16%	14%	-10%
CCC(=O)NC(=S)Nc1cccc(C(C)=O)c1	-17%	0	9%	-6	3%	-44%[inhibitor]	-1%	?	10%
COc1ccc(-c2nc(SC)n(S(=O)(=O)c3ccccc3)n2)cc1	4%	-26	-4%	-4	-1%	-24%	22%	1%	-16%
Cc1ccc2sc(NC(=O)c3ccc(N4C(=O)CCC4=O)cc3)nc2c1C	6%	3	19%	3	3%	-11%	-1%	1%	3%
O=C(CSc1nnc(Cc2ccccc2)o1)c1ccccc1	-5%	2	?	0	15%	-9%	9%	9%	?
CCc1ccccc1NC(=O)c1ccccc1N1C(=O)C2C3C=CC(C3)C2C1=O (stereo not drawn)	12%	-2	-4%	-7	-2%	-25%	0%	4%	6%
c1ccc(-c2nc(NCc3ccco3)c3ccccc3n2)cc1	-14%	17	1%	0	12%	-2%[57.5 µM]	-14%	23µM*	?
CCSc1ncc(C#N)c(=O)[nH]1	7%	22	8%	-3	-18%	i	-2%	-3%	19%
CCCCCCCn1ccc(=N)cc1	-29%	35	5%	9	-10%	-86%[inhibitor][57.5 µM]	3%	10%	?
CCCOc1ccc(C(=O)Nc2cc(-c3nn4c(C)nnc4s3)ccc2C)cc1	-9%	17	8%	3	0%	-18%	3%	1%	1%
CCCCNC(=O)c1ccc(NS(=O)(=O)c2ccc3[nH]c(=O)[nH]c3c2)cc1	10%	-6	-2%	3	1%	i	-3%	.	9%
CC(=O)N/C(=C\c1ccccc1)C(=O)OCC(=O)c1c(N)n(C)c(=O)n(C)c1=O	-3%	8	1%	6	-7%	-1%	10%	37%	12%
Cc1c(C(=O)OCc2ccccc2)[nH]c2c1C(=O)CC(c1ccc(Cl)cc1)C2 (stereo not drawn)	-7%	.	4%	-11	.	-25%	.	.	7%
Cc1ccc(SCC(=O)Nc2ccc3oc(-c4cccc(Cl)c4)nc3c2)cc1	-8%	.	20%	2	.	-7%	.	6%	21%

Some entries already given with just PTHR1 ag and DRD3 agonist.
structure	PTHR1 ag	DRD3 agonist
O=C(CSc1nnc(Cc2ccccc2)o1)c1ccccc1	-9%	0
Cc1ccc2sc(NC(=O)c3ccc(N4C(=O)CCC4=O)cc3)nc2c1C	-11%	3

Source: PubChem (National Center for Advancing Translational Sciences (NCATS))
